Assay outcomes (PubChem)
NPC1 prom act: NPC1 promoter activation; Huh7 NPC1 promoter luciferase reporter, 24 h; Potency, µM (highest dose often 9.22 µM), inactives show top-dose activation, hits mostly activators; 320,000 compounds, 2.4% hits; AID 485313;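 note: potency is the fitted concentration of half-maximal effect; % of control where 0% means no effect; nearly all actives have a fitted effect of over 60% in size; reporter is driven by a mutant NPC1 promoter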
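NPC1 promoter–luciferase Huh7 cells; 24 h compound; luminescence.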
RORg inh: blocks mouse ROR gamma transcriptional activity. Drosophila S2 Gal4-RORgamma UAS-luciferase reporter, 20 h. AID 2551. 310,000 compounds, 5.4% hits. P51450. Potency, µM (series often up to 53.6 µM), inactives show at the top dose activity change, negative = inhibition, most hits filed as inhibitors; note: potency is the fitted concentration of half-maximal effect; % is set by controls: 0 for no effect and ±100 for the full control effect; nearly all actives have a fitted effect of over 60% in size
Target sequence (P51450 whole entry, looked up, the tested form may be a part): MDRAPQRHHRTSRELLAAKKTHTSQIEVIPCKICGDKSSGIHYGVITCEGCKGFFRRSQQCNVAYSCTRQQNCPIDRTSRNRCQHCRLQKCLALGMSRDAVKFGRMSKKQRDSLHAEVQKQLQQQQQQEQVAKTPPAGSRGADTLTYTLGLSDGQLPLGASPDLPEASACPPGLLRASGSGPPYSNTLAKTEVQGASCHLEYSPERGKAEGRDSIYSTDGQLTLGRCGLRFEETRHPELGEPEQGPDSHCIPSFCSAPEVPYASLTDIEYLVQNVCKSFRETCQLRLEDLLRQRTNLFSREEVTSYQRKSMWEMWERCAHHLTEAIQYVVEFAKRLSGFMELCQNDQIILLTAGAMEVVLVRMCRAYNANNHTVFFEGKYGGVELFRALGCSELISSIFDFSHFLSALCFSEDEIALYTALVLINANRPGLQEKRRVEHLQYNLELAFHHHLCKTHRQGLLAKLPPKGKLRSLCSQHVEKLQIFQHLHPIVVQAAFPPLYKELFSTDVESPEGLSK
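Drosophila Schneider cells stably carrying a metallothionein-driven Gal4 DBD–ROR gamma fusion and a UAS-Photinus luciferase reporter were exposed to compound for 1 hr, then induced with copper sulfate (700 uM final) for 20 hr at ambient temperature before luminescence reading.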
ELG1 genotox: genotoxicity induction in ELG1-luciferase HEK293T cells; HEK293T ELG1-luciferase reporter, luminescence, 16 h; 330,000 compounds, 1.3% hits; Potency, µM (doses to about 46 µM), without a hit: at the top dose activity change, positive = activation, usual class: activators; note: potency is the fitted concentration of half-maximal effect; % of control where 0% means no effect; nearly all actives have a fitted effect of over 60% in size
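Genotoxic stress is detected as increased luminescence from luciferase-tagged ELG1 in HEK293T cells, measured with ONE-Glo after a 16 hr treatment at 37 °C.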
VP16 counter: counter-screen for ROR gamma inhibitors: Gal4-VP16 reporter | Drosophila S2 Gal4-VP16 UAS-luciferase, luminescence, 20 h | Potency, µM (titrated, usually from 53.6 µM), for inactives: at the top dose activity, negative = inhibition, usual class: inhibitors | 310,000 compounds, 3.5% hits | AID 2546;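 note: Gal4-VP16 expression switched on by copper sulfate through the metallothionein promoter; potency is the fitted concentration of half-maximal effect; % is set by controls: 0 for no effect and ±100 for the full control effect; nearly all actives have a fitted effect of over 50% in size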
FBPA coupling cs: counter-screen for Giardia aldolase inhibitors: coupling enzyme system. AID 2472. activity change, negative = inhibition, % at 58.2 µM, hits read low. 290,000 compounds, 0.67% hits. coupling enzyme system counterscreen, AmpLite Red fluorescence; in the data active = activity change below about -30%; note: % is set by controls: 0 for no effect and ±100 for the full control effect
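Final compound at 57.5 uM, incubated 10 min at RT with coupling enzyme reagent (glyceraldehyde-3-phosphate), then 20 min with substrate and AmpLite Red detection. Fluorescence read at 525/598 nm; tests interference with the coupling assay, not aldolase inhibition.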
KCNH2 3.1 inh: inhibitors of human KCNH2 3.1 potassium channel isoform; U2OS KCNH2 3.1, thallium flux FluxOr; stronger effect = lower value; activity change, % (tested at about 1.8 µM); 340,000 compounds, 0.95% hits; AID 720553;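 active = maximum activity change below -70%; inconclusive = maximum activity change from -70% to -50%; inactive = maximum activity change above -50%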;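 note: thallium influx rate constant from kinetic fluorescence after stimulation buffer; % is set by controls: 0 for no effect and ±100 for the full control effect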
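Thallium flux read-out: FluxOr dye with Red40 quencher in HBSS/HEPES, 45 min at RT. Rate constants from kinetic reads were normalized to positive and negative DMSO controls. Cells: U2OS virally expressing the 3.1 isoform.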
FLuc modulator: counter-screen for miR-21 project: firefly luciferase inhibitors or activators; P08659; purified FLuc, Km substrates, luminescence inhibition; Potency, µM (series often up to 57.5 µM), for inactives: top-dose activity change, negative = inhibition, actives largely listed as inhibitors; 360,000 compounds, 6.9% hits; AID 588342;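 note: potency is the fitted concentration of half-maximal effect; plate controls were vehicle for no effect and reference inhibitor for full effect; nearly all actives have a fitted effect of over 55% in size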
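Biochemical qHTS of compounds, final roughly 60 µM downward over six points, against 10 nM purified firefly luciferase using Km concentrations of substrates (10 uM D-luciferin, 10 uM ATP) in Tris acetate pH 7.5 buffer; luminescence output.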
Rab9 promoter act: activates the Rab9 promoter. 320,000 compounds, 2.8% hits. Huh7 Rab9 promoter-luciferase reporter, luminescence, 24 h. Potency, µM (titrated, usually from 9.22 µM), inactives show at the top dose activation, negative = inhibition, usual class: activators; note: potency is the fitted concentration of half-maximal effect; % of control where 0% means no effect; nearly all actives have a fitted effect of over 60% in size
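Quantitative HTS format; Huh7 Rab9-luciferase reporter cells (1500/well) receive compound 2 h post-plating, incubate 24 h at 37 °C, then get luciferase reagent for 10 min before luminescence reading.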
Tb PFK inh: blocks T. brucei phosphofructokinase; O15648; Potency, µM (top dose mostly 57.5 µM), for the others: at the top dose activity, negative = inhibition, most hits filed as inhibitors; AID 485367; T. brucei PFK, ADP-Glo luminescence; 330,000 compounds, 0.17% hits;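 note: potency is the fitted concentration of half-maximal effect; 0% = uninhibited 1x PFK enzyme wells and -100% = no-enzyme wells; nearly all actives have a fitted effect of over 60% in size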
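ADP-Glo luminescence quantified ADP after 45 min at room temperature, with 1.25 nM T. brucei PFK, 0.1 mM ATP and 0.5 mM fructose-6-phosphate in pH 8.0 TEA buffer. qHTS titrations up to 57 µM; curves classified by quality.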
uPA surface inh: cell surface uPA generation inhibition; cell surface uPA generation assay, qHTS; Potency, µM (doses to about 38.3 µM), for inactives: at the top dose activity change, negative = inhibition, most hits filed as inhibitors; 330,000 compounds, 0.31% hits; active = well fitted inhibition curve with a large enough effect; inconclusive = small, poorly fitted or top-dose-only effect; inactive = no such curve, though single readings can be large or run the other way; tested in mouse RAW 264.7 cells; note: potency is the fitted concentration of half-maximal effect; % is set by controls: 0 for no effect and ±100 for the full control effect; nearly all actives have a fitted effect of over 55% in size
Giardia killer: kills Giardia lamblia; Giardia lamblia trophozoite viability; activity change, % at 7.66 µM, hits read low; 340,000 compounds, 0.15% hits; AID 540267; in the data active = activity change below about -80%; inconclusive = between about -30% and that limit;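 note: parasites exposed to compound for two days anaerobically before the ATP read; % is set by controls: 0 for no effect and ±100 for the full control effect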
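Compounds were tested on trophozoites seeded at 100 cells/well and held 48 hrs at 37 deg C anaerobically. An ATP-based luminescent kit measured the remaining live cells.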
Active calls of the source: *; ? = inconclusive; · = no result given; & = joins results of further samples. Unless noted, calls come from the whole dose curve; as a rule, active = well fitted curve in the direction sought with a large enough effect; inconclusive = small, poorly fitted or top-dose-only effect, or another doubt; inactive = no such curve, though single readings can be large; an effect the other way counts as inactive or inconclusive.

| item | compound | NPC1 prom act | RORg inh | ELG1 genotox | VP16 counter | FBPA coupling cs | KCNH2 3.1 inh |
| --- | --- | --- | --- | --- | --- | --- | --- |
| 1 | CCCn1nc(NC(=O)C2CCCO2)c2cc3ccc(C)cc3nc21 (stereo not given) | -3% | 1% | -2% | -2% | 0 | -4 |
| 2 | CN1CCN(C2CCCCC2NS(=O)(=O)c2ccccc2)CC1 (stereo not given) | -3% | -6% | 0% | 3% | · | 18 |
| 3 | CC(=O)Nc1ccc(S(=O)(=O)N2CCN(Cc3ccccn3)CC2)cc1 | -1% | 15% | 0% | 0% | 2 | -8 |
| 4 | Cn1cc2cc(NC(N)=S)ccc2n1 | 0% | 1% | -1% | -9% | -9 | -11 |
| 5 | O=C(CCCCn1c(=O)c2ccccc2n(Cc2ccc(F)cc2Cl)c1=O)NCc1ccco1 | -8% | -4% | -1% | 5% | 2 | -9 |
| 6 | CN(/N=C/Cc1nnnn1-c1ccc(Cl)cc1)c1ccccc1 | -2% | -1% | -1% | -8% | -3 | -8 |
| 7 | COC1=CCC2([N+](=O)[O-])CN(CC(=O)O)CC1([N+](=O)[O-])C2 (stereo not given) | -1% | -3% | 0% | 3% | 0 | 16 |
| 8 | Nc1ccc(C(=O)n2c3ccccc3c3ccccc32)cc1 | -26% | -41% | ? | -6% | -5 | -6 |
| 9 | CCSc1ncnc2c(C#N)c3n(c12)CCCCC3 | -3% | -10% | 0% | -10% | 10 | 8 |
| 10 | CN(C(=O)CSCC(=O)O)C1CCCCC1 | 0% | -14% | -2% | -1% | 0 | -9 |

| item | FLuc modulator | Rab9 promoter act | Tb PFK inh | uPA surface inh | Giardia killer |
| --- | --- | --- | --- | --- | --- |
| 1 | -2% | -2% | 1% | 1% | 5 |
| 2 | 3% | -11% | -6% | 3% | 2 |
| 3 | 8% | -3% | -1% | -1% | 7 |
| 4 | 0% | 0% | 2% | 3% | -20 |
| 5 | 2% | 2% | 2% | -15% | -2 |
| 6 | 4% | 1% | 2% | 16% | -22 |
| 7 | 4% | 0% | 10% | 0% | 4 |
| 8 | -3% | -17% | -9% | -15% | 25 |
| 9 | -1% | 4% | -1% | -8% | -2 |
| 10 | -2% | -3% | 0% | 1% | -4 |

Carrying on.
| item | compound | NPC1 prom act | RORg inh | ELG1 genotox | VP16 counter | FBPA coupling cs | KCNH2 3.1 inh |
| --- | --- | --- | --- | --- | --- | --- | --- |
| 11 | COc1ccccc1CC(=O)Nc1ccc(S(=O)(=O)N2CC(C)CC(C)C2)cc1 (stereo not given) | 0% | · | -1% | · | · | 3 |
| 12 | CCCn1c(N2CCN(CC(=O)c3c(C)n(C)c4ccc(OC)cc34)CC2)nc2c1c(=O)[nH]c(=O)n2C | 0% | 21% | -1% | ? | 2 | 3 |
| 13 | COc1ccc(N(C)S(=O)(=O)c2ccc3c(c2)NC(=O)CC(=O)N3)c(OC)c1 | 2% | 0% | -2% | -7% | · | 8 |
| 14 | CC(C)c1nc(SCC(=O)c2ccccc2)c2c(=O)n(C)c(=O)n(C)c2n1 | -2% | -16% | -8% | -8% | -1 | 4 |
| 15 | O=S(=O)(c1ccc(N2CCN(Cc3ccc4c(c3)OCO4)CC2)nc1)N1CCOCC1 | -4% | 21% | -10% | 1% | 7 | · |
| 16 | Cn1c(=O)c(C(=O)COC(=O)c2cc(C(F)(F)F)nc3c(C(F)(F)F)cccc23)c(N)n(CC2CC2)c1=O | -3% | ? | -2% | 3%&2% | 0&0 | · |
| 17 | C/C(=N/N=C1/NC(=O)CC(C(=O)Nc2ccccc2)S1)c1cccs1 (stereo not given) | -3% | ? | -1% | ? | 0 | -8 |
| 18 | COc1ccc(OC)c(CN2CCN(CCCc3ccccc3)C(CCO)C2)c1 (stereo not given) | 0% | 5% | -4% | 6% | 1 | -25 |

| item | FLuc modulator | Rab9 promoter act | Tb PFK inh | uPA surface inh | Giardia killer |
| --- | --- | --- | --- | --- | --- |
| 11 | 7% | 5% | -7% | -15% | -10 |
| 12 | 2% | -3% | 0% | -1% | 6 |
| 13 | -2% | 2% | -1% | 3% | 15 |
| 14 | 1% | 0% | -9% | -11% | 11 |
| 15 | -1% | -2% | 11% | · | · |
| 16 | 4% | 1% | -3% | · | · |
| 17 | 1% | -1% | -5% | 9% | -2 |
| 18 | 3% | 0% | -2% | 8% | -4 |

Entries by screen from the list:
KCNH2 3.1 inh, nos. 12–18 → 3, 8, 4, ·, ·, -8, -25
Tb PFK inh, nos. 12–18 → 0%, -1%, -9%, 11%, -3%, -5%, -2%

Part of the list above, set out differently.
6	CN(/N=C/Cc1nnnn1-c1ccc(Cl)cc1)c1ccccc1
7	COC1=CCC2([N+](=O)[O-])CN(CC(=O)O)CC1([N+](=O)[O-])C2 (stereo not given)
8	Nc1ccc(C(=O)n2c3ccccc3c3ccccc32)cc1
9	CCSc1ncnc2c(C#N)c3n(c12)CCCCC3
10	CN(C(=O)CSCC(=O)O)C1CCCCC1
11	COc1ccccc1CC(=O)Nc1ccc(S(=O)(=O)N2CC(C)CC(C)C2)cc1 (stereo not given)
12	CCCn1c(N2CCN(CC(=O)c3c(C)n(C)c4ccc(OC)cc34)CC2)nc2c1c(=O)[nH]c(=O)n2C
13	COc1ccc(N(C)S(=O)(=O)c2ccc3c(c2)NC(=O)CC(=O)N3)c(OC)c1

Assay by compound | 6 | 7 | 8 | 9 | 10 | 11 | 12 | 13
NPC1 prom act | -2% | -1% | -26% | -3% | 0% | 0% | 0% | 2%
RORg inh | -1% | -3% | -41% | -10% | -14% | · | 21% | 0%
ELG1 genotox | -1% | 0% | ? | 0% | -2% | -1% | -1% | -2%
VP16 counter | -8% | 3% | -6% | -10% | -1% | · | ? | -7%
FBPA coupling cs | -3 | 0 | -5 | 10 | 0 | · | 2 | ·
KCNH2 3.1 inh | -8 | 16 | -6 | 8 | -9 | 3 | 3 | 8
FLuc modulator | 4% | 4% | -3% | -1% | -2% | 7% | 2% | -2%
Rab9 promoter act | 1% | 0% | -17% | 4% | -3% | 5% | -3% | 2%
Tb PFK inh | 2% | 10% | -9% | -1% | 0% | -7% | 0% | -1%
uPA surface inh | 16% | 0% | -15% | -8% | 1% | -15% | -1% | 3%
Giardia killer | -22 | 4 | 25 | -2 | -4 | -10 | 6 | 15

This is a random part of the collection; 14% or so of the library scored in one or more.
